Source: PubChem (several laboratories)
CCHF vOTU inh – CCHFV vOTU protease inhibitors, primary screen, biochemical, Pep-AMC substrate, fluorescence; 370,000 tested, 0.55% active; AID 651958, 2012; inhibition, % at 11.5 µM; Crimean-Congo hemorrhagic fever virus L polyprotein viral ovarian tumor (vOTU) protease …; in the data active means inhibition above about 30%; further: 0% = vehicle wells with enzyme and 100% = no enzyme wells
BoNT-A LC inh2 – BoNT/A light chain protease inhibitors, primary screen, biochemical, flow cytometry, MLPCN library; Botulinum neurotoxin type A light chain protease (Clostridium botulinum A str. ATCC 3502); multiplex microsphere protease substrate cleavage; inhibition, % at 10 µM; 360,000 tested, 0.17% active; AID 588499, 2011; further: plate controls were buffer without enzyme for full effect and enzyme alone for no effect
PriA SSB inh – inhibitors of Klebsiella pneumoniae PriA binding to SSB C-terminal tail, primary screen, biochemical, AlphaScreen; inhibition, % at 33 µM; 430,000 tested, 0.6% active; AlphaScreen SSBct-PriA binding, biotinylated peptide; PriA–SSB C-terminal tail interaction (Klebsiella pneumoniae); AID 1272365, 2023; in the data active means inhibition mostly above about 37%, no sharp cut-off; inactive means mostly below about 20%;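 further: plate controls were negative control peptide for no effect and reference peptide for full effect; strong numbers were not always called active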
PfHsp40 rescue – rescue of yeast from PfHsp40 toxicity, primary screen, S. cerevisiae, ATP luminescence | S. cerevisiae expressing PfHsp40, growth rescue | growth rescue, % at 12.5 µM | 340,000 tested, 0.68% active | AID 504582, 2011; in the data active means growth rescue above about 28%, passing the limit was not always enough; inconclusive means no clear call, values can overlap the other calls;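 further: yeast W303a lacking pdr1 and pdr3 grown in galactose medium; growth measured after three days at 30 °C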
TcdB GH inh – TcdB glycohydrolase inhibitors, primary screen, biochemical, single point, plate reader. Toxin B (Clostridioides difficile), P18177. TcdB glycohydrolase enzymatic assay. inhibition, % at 9.99 µM. 350,000 tested, 0.24% active. AID 652162, 2013; in the data active means inhibition above about 10%
Anthrax LF inh2 – Bacillus anthracis LF protease inhibitors, primary screen, biochemical, multiplex microsphere, MLPCN library | Lethal factor (Bacillus anthracis), P15917 | multiplex microsphere protease cleavage assay | inhibition, % at 10 µM | 360,000 tested, 0.12% active; further: plate controls were buffer without enzyme for full effect and enzyme alone for no effect
Target sequence (P15917 whole entry, looked up): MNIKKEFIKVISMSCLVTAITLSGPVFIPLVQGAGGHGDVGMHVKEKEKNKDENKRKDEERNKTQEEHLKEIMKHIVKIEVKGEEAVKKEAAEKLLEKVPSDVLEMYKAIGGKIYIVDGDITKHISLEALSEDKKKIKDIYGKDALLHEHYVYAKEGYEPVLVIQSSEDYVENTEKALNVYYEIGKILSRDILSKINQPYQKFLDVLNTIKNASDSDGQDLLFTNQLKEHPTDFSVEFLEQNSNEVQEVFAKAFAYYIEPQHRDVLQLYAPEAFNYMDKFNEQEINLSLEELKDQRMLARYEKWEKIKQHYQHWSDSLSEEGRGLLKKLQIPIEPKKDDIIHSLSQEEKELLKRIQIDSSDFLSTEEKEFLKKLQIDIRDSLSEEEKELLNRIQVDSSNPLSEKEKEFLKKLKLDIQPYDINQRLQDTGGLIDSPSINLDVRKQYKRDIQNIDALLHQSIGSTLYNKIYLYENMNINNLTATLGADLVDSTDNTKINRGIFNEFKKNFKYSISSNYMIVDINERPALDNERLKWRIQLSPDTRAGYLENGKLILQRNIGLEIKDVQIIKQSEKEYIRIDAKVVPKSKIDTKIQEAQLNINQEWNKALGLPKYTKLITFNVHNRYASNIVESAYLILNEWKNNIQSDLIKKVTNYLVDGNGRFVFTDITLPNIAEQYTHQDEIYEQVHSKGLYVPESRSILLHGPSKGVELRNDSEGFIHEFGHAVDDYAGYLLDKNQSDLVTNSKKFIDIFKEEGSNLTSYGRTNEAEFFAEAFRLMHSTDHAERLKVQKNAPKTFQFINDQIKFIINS
BH1578 lux ind – inducers of Vibrio cholerae quorum light production without autoinducers, primary screen, BH1578 luxS cqsA deficient, single point. activation, % at 18.7 µM. AID 588436, 2011. 350,000 tested, 0.16% active. V. cholerae BH1578 lux reporter, luminescence, 6 h; in the data active means activation mostly above about 9.7%, no sharp cut-off; inconclusive means no clear call, values can overlap the other calls; inactive means mostly below about 3.7%; further: not every result past the cut was called active; inactives centre near 0; reference of the scale not given here
VHR inh abs – VHR1 phosphatase inhibitors, primary screen, biochemical, absorbance, uHTS | Dual specificity protein phosphatase 3 (Homo sapiens), P51452 | recombinant VHR phosphatase, pNPP absorbance | inhibition, % at 13.3 µM | 290,000 tested, 0.52% active | AID 1654, 2009; in the data active means inhibition above about 50%; further: some compounds called inactive have numbers as strong as hits
Target sequence (P51452 whole entry, looked up): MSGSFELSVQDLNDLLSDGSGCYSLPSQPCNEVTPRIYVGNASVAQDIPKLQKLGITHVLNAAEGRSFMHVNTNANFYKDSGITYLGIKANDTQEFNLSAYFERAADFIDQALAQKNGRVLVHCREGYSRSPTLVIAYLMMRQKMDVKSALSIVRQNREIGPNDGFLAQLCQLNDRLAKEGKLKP
SARS 3CLpro inh – SARS-CoV 3CLpro protease inhibitors, primary screen, biochemical, quenched FRET | AID 1706, 2009 | recombinant SARS-CoV 3CLpro, quenched FRET peptide cleavage | inhibition, % at 6 µM | Replicase polyprotein 1ab (Severe acute respiratory syndrome coronavirus), P0C6X7 | 290,000 tested, 0.14% active; in the data active means inhibition above about 12%
Yp Topo-I inh – Yersinia pestis topoisomerase I inhibitors, primary screen, biochemical, cleavage product accumulation, plate reader, single point; activity, % at 10 µM; DNA topoisomerase I (Yersinia pestis CO92); AID 504884, 2011; Y. pestis Topo-I cleavage product accumulation; 360,000 tested, 0.064% active; in the data active means activity above about 50%, passing the limit was not always enough; inconclusive means no clear call, values can overlap the other calls; further: inactives centre near 2
An asterisk follows results filed as active; i = inactive; ? = inconclusive; / = no result given; & = joins results of further samples. Unless noted, no stated cut-off is given here; in the data, active means inhibition above about 30%; inconclusive means no clear call, values can overlap the other calls; inactive means below that. The list is partial; the hit share may differ from the screen's.

SMILES,CCHF vOTU inh,BoNT-A LC inh2,PriA SSB inh,PfHsp40 rescue,TcdB GH inh,Anthrax LF inh2,BH1578 lux ind,VHR inh abs,SARS 3CLpro inh,Yp Topo-I inh
CN(C)C(=O)COc1ccc2ccc(=O)oc2c1,-12.4,-0.6,-14.6,3.7,/,5.0,-0.4,35.8,-1.6,2.9
CN(Cc1ccon1)C(=O)C1CCC(=O)N(CCc2ccc(Cl)cc2)C1 (stereo unspecified),7.8,-0.6,0.3,-0.2,1.9,-0.4,-0.5,12.9,-0.3,1.3
Cc1ccc(S(=O)(=O)c2nc(S(=O)(=O)c3ccccc3)sc2N2CCN(C)CC2)cc1,14.3,2.4,-0.1,0.4,1.4,-1.7,i,10.8,-0.8,28.6
CC(=O)Nc1ccccc1OCC(O)CS(=O)(=O)c1ccc(C(F)(F)F)cn1 (stereo unspecified),-10.9,0.5,-8.0,0.2,1.1,3.9,-1.6,-11.0,-1.1,5.1
COc1cccc(NC(=O)C2(C)CCN2Cc2ccccc2OC(F)F)c1 (stereo unspecified),17.0,-0.2,/,/,1.8,2.3,i,/,/,0.8
NC(=O)COc1ccccc1C1=NO[C@@](CC(=O)O)(C(=O)Nc2ccc3c(c2)OCCO3)C1,-7.7,0.8,-6.7,-1.3,-0.2,9.3,i,18.2,-3.6,-4.1
CC(=O)Nc1cccc(/C(C)=N/NC(=S)NC(C)C)c1,-6.6,0.3,/,0.7,2.1,-0.2,i,18.4,-2.3,-1.3
O=C(O)CCC(=O)OCC1CCCCC1,-3.1,?,-1.4,0.8,-0.1,-0.2,-2.6,-20.6,-1.5,-3.7
CCc1noc(C)c1C(=O)Nc1nc(-c2ccc(OC)cc2OC)cs1,-4.5,/,-12.9,2.4,5.9,/,-0.5,/,/,8.6
O=C(CC1N=C2c3ccccc3N=C(SCc3ccccc3Cl)N2C1=O)NCc1ccco1 (stereo unspecified),-1.6,1.4,-9.2,0.3,/,2.1,i,-15.0,4.9,6.3
CCn1cnc2cc(NCc3ccncc3)ccc21,-1.5,-4.0,-6.5,0.2,/,-7.8,-1.4,-9.2,2.1,-3.5
NC(=O)CCn1c(=O)oc2ccccc21,-7.8,0.2,-8.6,0.1,/,2.3,i,-1.0,0.2,-2.4
O=C(C(=O)c1ccc(O)cc1)c1ccccc1,-1.3,0.2,-7.0,-0.9,0.0,-2.3,-0.5,-1.2,-0.9,6.5
NC(=O)CSc1nnc(Cn2c(=O)sc3ccccc32)n1CCc1ccccc1,-4.6,0.3,2.4,1.3,-0.1,1.3,-0.2,-7.5,2.8,7.0
Cc1nc2sc(C(c3ccccc3)N3CCC(O)CC3)c(O)n2n1 (stereo unspecified),9.6,-2.7,-10.4,1.5,/,-3.2,i,7.1,-3.0,1.2
CN(CC(=O)Nc1ccc(Cl)cc1)C(=O)c1sccc1-c1ccccc1,-0.1,-0.6,-2.4,0.6,0.1,-0.1,-0.4,/,/,9.8
Cc1ccccc1Nc1nc(N)nc(COC(=O)c2ccc3c(c2)OCCO3)n1,-2.0,0.6,/,/,1.6,-2.3,-0.4,/,/,-0.1
Cc1ccc(NC(=O)C(C)Sc2nnc3n2CCCCC3)cc1S(=O)(=O)N1CCOCC1 (stereo unspecified),0.2,-0.2,/,/,-2.7,-2.0,0.5,/,/,3.3
CC1CCCN(S(=O)(=O)c2cccc3nonc23)C1 (stereo unspecified),10.5,-0.4,1.9,-0.2,1.7,1.0,-0.2,11.2,0.5,-2.6
NC(=O)C1CCN(c2nc(C3CC3)nc3c2nnn3Cc2ccccc2)CC1,5.0,-0.8,-7.8,0.9,/,-7.7,-0.4,20.8,-1.2,0.0
CC(C)CN(C(=O)COC(=O)Cc1cccc2ccccc12)c1c(N)n(Cc2ccccc2)c(=O)[nH]c1=O,-3.7,-3.6,-9.4,/,-0.8,3.4,i,/,/,31.3
Nc1c(C(=O)Nc2ccc(F)cc2)nnn1-c1cccc(C(F)(F)F)c1,16.8,-0.2,-16.7,-0.7,-0.2,1.1,-1.3,31.5,2.6,-4.1
CCCSc1ccc(-c2nn(-c3ccccc3)cc2/C=C(/C#N)C(=O)N2CCOCC2)cc1,10.8,1.3,-7.4,-0.9,0.6,-2.2,-0.2,-0.5,3.4,-10.8
Cc1ccc(C)c(NCC(=O)NNC(=S)Nc2ccccc2)c1,13.7,-1.7,4.6,3.1,-4.3,1.1,-0.8,31.2,-3.7,-14.6
Cc1cc2oc(=O)cc(CN(C)Cc3ccccc3)c2cc1C,0.3,0.8,/,/,0.5,5.0,/,/,/,/
CC(=O)Nc1ncc2c(n1)CC(c1ccco1)CC2=O (stereo unspecified),8.3,0.3,-13.1,-1.1,-0.2,0.4,1.2,15.5,4.3,4.2
O=C(NNC(=O)c1ccc(NC(=O)C2CC2)cc1)c1ccc(F)cc1,-0.4,-0.7,-3.0,0.3,0.3,-2.9,-0.3,5.5,-5.4,4.7
Fc1ccc2c(c1)C(c1ccncc1)=NNC(c1ccccc1)=N2,-3.6,0.0,13.6,-1.0,/,-0.2,3.4,7.4,0.0,0.1
Cc1ccc(C(=O)CSc2nnc3n2CCCCC3)s1,-4.7,-2.4,-7.8,-0.5,0.2,-0.3,i,/,/,3.9
COc1ncnc2c1ncn2CCCNCc1ccccn1,-1.3,0.1,/,/,2.2,-8.9,-0.2,/,/,3.8
C[C@@H]1COc2cc(N3CC[C@H](O)C3)ccc2S(=O)(=O)N1,-3.6,-1.0,/,/,1.0,-10.7,/,/,/,/
CCOC(=O)c1ccccc1NC(=O)CSc1ncc(C(=O)OCC)c(N)n1,-13.5,0.5,-4.9,-0.9,/,-5.5,1.6,22.1,-4.8,2.7
CCNC(=O)c1cc2c(c(-c3cccc(-c4cccc(C(=O)N(C)C)c4)c3)n1)[C@@H](CCO)N(S(=O)C(C)(C)C)C2 (stereo partly specified),-1.7,0.8,/,/,0.1,-1.2,/,/,/,/
Cc1cc(Br)cn2c(Cc3cccc(Cl)c3)c(-c3ccco3)nc12,4.2,0.0,/,/,0.1,1.5,/,/,/,/
COc1ccc(Br)cc1CNCCc1cccc(Cl)c1,-3.1,5.8,-25.7,0.2,1.3,43.6*,-0.3,-7.8,1.9,11.4
Cc1ccc([C@@H]2CC(=O)[C@@H]3CN(S(=O)(=O)c4ccc(C)cc4)[C@H](c4ccc(Cl)cc4)C[C@@H]3N2S(=O)(=O)c2ccc(C)cc2)cc1,17.9,-0.4,/,/,0.7,2.3,-0.4,/,/,4.9
COCCn1nnnc1C(c1ccc(Cl)cc1)N1CCSCC1 (stereo unspecified),-0.4,0.2,-1.5,0.3,0.4,1.4,i,0.8,-4.0,-2.6
O=C(CN1C(=O)COc2ccc(Cl)cc21)NCC1CCCO1 (stereo unspecified),-5.1,0.7,-28.9,0.1,0.5,1.8,i,53.5*,-8.8,-0.9
COc1ccccc1-c1nc(SCC(=O)Nc2cc(C)on2)c2c(=O)n(C)c(=O)n(C)c2n1,-8.3,-0.2,-8.0&-3.5,-1.1,2.1,-0.3,i,17.9,1.7,-3.6
O=C(Nc1ncccn1)C12CC3CC(CC(C3)C1)C2,-1.1,-0.8,-0.9,/,-0.3,4.9,i,17.2,5.6,-2.7
O=C(NCc1cccs1)c1csc2ccccc12,/,-1.8,-21.1,0.0,1.0,-1.1,-0.4,-4.1,0.6,-8.0
COCCN(C(=O)CCC(=O)Nc1ccccn1)C(C(=O)NC(C)(C)C)c1ccc(OC)cc1 (stereo unspecified),9.0,-1.6,-12.7,-0.4,0.1,-12.8,i,0.5,1.7,3.8
COc1ccc(OC)c(NC(=O)c2ccccc2N(C)S(=O)(=O)c2ccc(C)cc2)c1,9.7,0.6,4.3,3.2,1.3,-18.8,-2.0,4.9,6.1,25.4
O=c1cc(-c2ccc(Cl)cc2)[nH][nH]1,8.8,-0.5,-9.3,-0.7,/,-9.9,-0.3,-12.1,-2.8,1.6
CCOc1ccc(NC(=O)c2ccccc2OCC(=O)c2ccc(C)cc2)cc1,-2.4,-0.7,-15.1,0.5,/,-0.3,-2.1,17.1,3.8,8.7
COc1ccc(C)cc1NC(=O)C1COc2ccccc2O1 (stereo unspecified),16.2,-0.4,-16.7,1.4,-0.8,-5.1,i,6.9,3.0,3.3
CC1=C(C(=O)N2CCOCC2)CC(CC(=O)NC2CCCCC2)C(=O)N1Cc1ccccc1 (stereo unspecified),-8.8,-0.1,/,/,2.1,-8.7,-0.4,/,/,7.6
COc1ccccc1S(=O)(=O)NCc1ccc(C(=O)NC2CCC(O)CC2)cc1 (stereo unspecified),-2.0,1.8,-10.0,-0.7,1.6,-0.6,i,/,/,6.5
Cc1ccc(S(=O)(=O)NCC(=O)N2CCN(c3ccc(F)cc3)CC2)cc1,12.8,-1.2,-2.2,0.0,1.5,0.3,-3.6,-5.4,1.3,12.8
CCCC(C(=O)N(C)CC(=O)Nc1ccc(N2CCOCC2)cc1)c1ccccc1 (stereo unspecified),9.7,-0.9,-6.1,0.6,-0.2,-3.5,i,/,/,6.3
S=c1[nH]nc(-c2ccc(Br)o2)n1Cc1ccccc1,/,0.2,5.8,0.9,2.4,-4.4,-0.4,8.5,1.9,2.8
CC1CCN(c2ccc3c(c2)S(=O)(=O)c2cccc(C(=O)O)c2C3=O)CC1,14.6,-0.2,-17.6,0.8,-1.7,-1.3,i,/,/,-2.3
COc1ccc(C(C)(O)c2nc(-c3cc(F)cc(F)c3)cs2)cc1 (stereo unspecified),2.9,-0.2,/,/,0.1,-4.3,-0.6,/,/,3.4
C=C(C)[C@@H]1CC=C(CN2CCC(N3CCC(C(=O)N4CCCC4)CC3)CC2)CC1,-5.9,-0.6,-0.6,7.0,0.1,-1.6,i,39.8,-0.8,-1.3

Compounds shown so far containing an NH in an aromatic ring, in the order listed:
SMILES,CCHF vOTU inh,BoNT-A LC inh2,PriA SSB inh,PfHsp40 rescue,TcdB GH inh,Anthrax LF inh2,BH1578 lux ind,VHR inh abs,SARS 3CLpro inh,Yp Topo-I inh
CC(C)CN(C(=O)COC(=O)Cc1cccc2ccccc12)c1c(N)n(Cc2ccccc2)c(=O)[nH]c1=O,-3.7,-3.6,-9.4,/,-0.8,3.4,i,/,/,31.3
O=c1cc(-c2ccc(Cl)cc2)[nH][nH]1,8.8,-0.5,-9.3,-0.7,/,-9.9,-0.3,-12.1,-2.8,1.6
S=c1[nH]nc(-c2ccc(Br)o2)n1Cc1ccccc1,/,0.2,5.8,0.9,2.4,-4.4,-0.4,8.5,1.9,2.8
